NLRP3 yeast inh = NALP3 inflammasome inhibitors in reconstituted yeast, primary screen, luminescence, uHTS | Yeast reconstituted NLRP3/ASC/caspase-1, beta-gal luminescence, 24 h | inhibition, % at 10 µM | hit rate 0.39% among 330,000;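 active = inhibition of 50% or more; inactive = inhibition below 50%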;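 note: plate controls were induced DMSO wells for no effect and uninduced yeast grown without galactose for full effect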
SENP8 block-1 = SENP8 protease inhibitors, primary screen, biochemical, luminescence; hit rate 1.2% among 330,000; inhibition, % at 10 µM; AID 2540, 2010; Sentrin-specific protease 8 (Homo sapiens), Q96LD8; purified SENP8, Z-RLRGG-aminoluciferin cleavage; in the data active = inhibition above about 50%
SENP1 inh = human SENP1 catalytic domain inhibitors, primary screen, biochemical, FRET, uHTS | inhibition, % at 10 µM | recombinant SENP1 catalytic domain, CyPet-SUMO1-YPet FRET cleavage | hit rate 0.21% among 360,000;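 active = inhibition at least 30% at 10 µM, raw YFP signal under a set limit, fluorescence ratio 0.5 to 1.5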;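 note: 0% = enzyme with DMSO and 100% = no enzyme wells; some results filed as inactive read as strong as hits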
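system = hSENP1 catalytic domain, recombinant | reagent = SFCypet-SUMO1-SFYpet substrate at 25 nM | doses = one dose per compound, 10 µM, 0.5% DMSO | incubation = enzyme reaction for 50 min at room temperature, dark | measured by = FRET, CFP and YFP emission | controls = no-enzyme low, enzyme-DMSO high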
Apaf1 inhib = inhibitors of human Apaf-1 apoptosome, primary screen, biochemical, DEVD-Rh110 fluorescence, uHTS | Apoptotic protease-activating factor 1 (Homo sapiens), O14727 | reconstituted apoptosome caspase-3 activity | inhibition, % at 20 µM | hit rate 0.71% among 330,000; active = inhibition of at least 40% at 20 µM;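 note: plate controls were DMSO wells for no effect and DEVD-CHO caspase inhibitor wells for full effect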
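Material: reconstituted apoptosome with Apaf-1, cytochrome c, caspase-9, procaspase-3, dATP. Technique: Rh110 fluorescence intensity. Buffer or medium: pH 7.5 Hepes buffer with CHAPS, BSA, DTT. Times: 30 min plus 50 min, RT.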
HKDC1 inhibitor = HKDC1 hexokinase inhibitors, primary screen, biochemical, fluorescence, uHTS | Q2TB90 | recombinant HKDC1, G6PDH/diaphorase resazurin coupled fluorescence | AID 493160, 2011 | inhibition, % at 20 µM | hit rate 0.16% among 340,000;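 active = inhibition above about 35% when tested at 20 µM, limit read from the data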;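 note: plate controls were DMSO wells with enzyme for no effect and DMSO wells lacking enzyme for full effect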
Target sequence (Q2TB90 whole entry, looked up): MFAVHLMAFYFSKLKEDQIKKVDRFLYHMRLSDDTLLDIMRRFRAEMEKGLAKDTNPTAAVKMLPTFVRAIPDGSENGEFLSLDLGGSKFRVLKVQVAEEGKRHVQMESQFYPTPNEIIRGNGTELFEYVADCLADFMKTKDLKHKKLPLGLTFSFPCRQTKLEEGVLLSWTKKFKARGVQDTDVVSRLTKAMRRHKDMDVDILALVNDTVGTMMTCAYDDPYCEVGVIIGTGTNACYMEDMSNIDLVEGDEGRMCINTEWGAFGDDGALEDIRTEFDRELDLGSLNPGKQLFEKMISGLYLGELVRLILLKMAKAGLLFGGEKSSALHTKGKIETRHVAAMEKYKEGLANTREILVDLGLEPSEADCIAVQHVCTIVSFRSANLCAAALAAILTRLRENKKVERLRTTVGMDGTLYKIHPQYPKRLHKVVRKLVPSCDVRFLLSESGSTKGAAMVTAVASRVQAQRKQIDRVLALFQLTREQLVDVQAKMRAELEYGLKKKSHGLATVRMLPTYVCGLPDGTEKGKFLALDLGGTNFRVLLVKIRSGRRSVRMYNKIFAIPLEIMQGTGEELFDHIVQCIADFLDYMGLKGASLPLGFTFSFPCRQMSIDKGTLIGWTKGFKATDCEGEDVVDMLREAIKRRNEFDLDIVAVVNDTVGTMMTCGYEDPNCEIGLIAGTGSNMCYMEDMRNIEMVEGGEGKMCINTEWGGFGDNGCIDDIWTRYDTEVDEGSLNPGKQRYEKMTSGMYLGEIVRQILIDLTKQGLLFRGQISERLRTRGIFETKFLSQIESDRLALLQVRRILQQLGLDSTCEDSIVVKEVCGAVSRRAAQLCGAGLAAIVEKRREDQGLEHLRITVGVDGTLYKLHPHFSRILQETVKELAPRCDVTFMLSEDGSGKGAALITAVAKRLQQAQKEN
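Test system: recombinant HKDC1 (HK5) hexokinase enzyme, produced in-house; Amount: enzyme 5 µg/mL final; Buffer or medium: Tris pH 8.0 buffer with MgCl2, Tween-20, BSA, BME; Reagent: glucose and ATP substrates; Doses: 20 µM test compound, 1% DMSO; Incubation: 90 min reaction incubation at room temperature, dark; Detection: resorufin fluorescence at 613 nm.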
PfG6PD inh = PfG6PD enzyme inhibitors, primary screen, biochemical, fluorescence intensity, uHTS; AID 504690, 2011; PfGluPho enzyme, NADPH resazurin-diaphorase fluorescence; inhibition, % at 20 µM; glucose-6-phosphate dehydrogenase-6-phosphogluconolactonase (Plasmodium falciparum 3D7); hit rate 0.78% among 350,000;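 active = inhibition reaching at least a set limit at 20 µM in the primary screen, cut at about 59% in these data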;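 note: 0% = DMSO wells with substrate and 100% = DMSO wells lacking glucose-6-phosphate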
SENP7 inh = SENP7 protease inhibitors, primary screen, biochemical, luminescence, uHTS | Sentrin-specific protease 7 (Homo sapiens), Q9BQF6 | recombinant SENP7, Z-RLRGG-aminoluciferin luminescence, 40 min | inhibition, % at 5 µM | hit rate 1.5% among 330,000 | AID 434973, 2010;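 active = inhibition above about 50% at the single test dose, limit read from the data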;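 note: plate controls were DMSO with enzyme for no effect and no enzyme buffer wells for full effect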
SENP8 block-2 = human SENP8 protease inhibitors, primary screen, biochemical, fluorescence, Nedd8 protein substrate, uHTS; recombinant SENP8; inhibition, % at 20 µM; hit rate 0.64% among 360,000; AID 602440, 2012; Sentrin-specific protease 8 (Homo sapiens), Q96LD8; in the data active = inhibition mostly above about 40%, no sharp cut-off; inactive = mostly below about 27%
SENP6 block = SENP6 protease inhibitors, primary screen, biochemical, luminescence, uHTS | Recombinant SENP6 catalytic domain, aminoluciferin luminescence | inhibition, % at 10 µM | hit rate 1.8% among 330,000 | AID 2599, 2010;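 active = inhibition above about 50% at the single tested dose, limit read from the data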;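 note: plate controls were DMSO wells with enzyme for no effect and DMSO wells lacking enzyme for full effect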
* hit, by the source's call; . = not tested or not shown.

SMILES	NLRP3 yeast inh	SENP8 block-1	SENP1 inh	Apaf1 inhib	HKDC1 inhibitor	PfG6PD inh	SENP7 inh	SENP8 block-2	SENP6 block
C[C@H](CO)N1C[C@H](C)[C@@H](CN(C)S(=O)(=O)c2cccs2)Oc2c(NC(=O)c3ccncc3)cccc2C1=O	5	3	-3	3	-7	7	0	-1	0
COc1cccc(Oc2nc(N)ncc2[N+](=O)[O-])c1	4	-10	-1	-2	-6	-9	-16	15	0
CCOc1ccccc1C(=O)Nc1nnc(C(C)C)s1	23	15	1	12	-2	6	6	0	11
O=C(Cn1ncc2c([nH]c3ccccc32)c1=O)NCC1CCN(Cc2ccc(F)cc2)CC1	7	-5	-2	-11	1	5	-17	-18	-10
Cc1ccccc1OCc1nnc(SCC(=O)O)n1Cc1ccccc1	9	-12	-1	3	-9	-33	-7	14	-9
NC(=O)CSc1nnc(Cn2c(=O)sc3ccccc32)n1CCc1ccccc1	6	-9	4	6	-7	13	9	14	6
O=C1CSC(=S)N1N=Cc1ccc(Cl)cc1Cl	.	.	4	.	-14	-34	.	12	.
O=C(N/N=C/c1coc2ccccc2c1=O)c1cc(Br)ccc1O	16	-12	-1	12	-6	-8	-5	-107	-7
COc1ccccc1C(=O)NC(C)c1nc2ccccc2[nH]1 (stereo unspecified)	10	-5	0	6	-8	9	-1	6	-15
O=C(COC(=O)c1c2c(nc3ccccc13)CCCCC2)c1ccc(Cl)s1	16	-13	2	3	-9	-7	5	31	-7
CCC(C)[C@H](NC(=O)c1cc2cc(Cl)ccc2n1C)C(=O)N1CCC(C(=O)O)CC1 (stereo partly specified)	5	-11	-1	9	1	-17	-4	-2	-16
Nc1nc(N)c2c(ccc3nccc32)[nH]1	-2	-15	-12	0	7	-7	-3	-336	-6
CCCCOCCCNC(=O)Cc1ccccc1OC	15	5	-4	-5	-13	-8	-7	-6	4
CC1CN(C(=O)COC(=O)c2cc(S(N)(=O)=O)c(Cl)cc2Cl)CC(C)O1 (stereo unspecified)	17	2	0	3	-8	-3	-2	11	-7
O=C1c2ccccc2C(=O)N1Cc1cc(-c2ccccc2)no1	21	1	1	-9	20	-5	-5	22	-50
CC(=O)Nc1ccc(C(=O)N/C(=C/c2ccccc2)C(=O)NCc2ccco2)cc1	14	-5	-4	4	-4	-4	-7	9	-4
CC(=O)c1ccc[n+](CC(=O)NC(C)c2ccccc2)c1 (stereo unspecified)	19	-12	7	9	2	4	3	1	15
CCc1noc(C)c1C(=O)NCCc1ccc(S(N)(=O)=O)cc1	19	2	1	-1	-5	7	1	6	-4
CCc1ccc2oc(C(=O)N3CCN(C)CC3)cc(=O)c2c1	-1	-6	4	1	6	-4	-4	0	-4
C=CCN1c2ccccc2[C@]23C[C@@H](C(=O)OC)N(C(=O)c4ccco4)C2=NC(C(=O)OC)=C(C(=O)OC)[C@H]13	1	-7	2	6	4	12	15	6	-32
CS(=O)(=O)N1CCN(c2nc(-c3ccccc3)cs2)CC1	19	-1	0	3	5	17	3	17	-3
Cc1cccn2c(=O)c3cc(C#N)c(=N)n(Cc4ccncc4)c3nc12	2	5	.	-13	.	.	-4	.	0
O=C(Nc1ccc(Cl)c(S(=O)(=O)N2CCCCC2)c1)c1cccnc1	11	1	0	0	4	1	3	4	-1
CC(CCN1CCC(CN2C(=S)NCC2Cc2ccccc2)CC1)c1ccccc1 (stereo unspecified)	.	.	0	.	-4	17	.	8	.
Cc1ccccc1NC(=O)N1CCCC1C(=O)NCc1cccs1 (stereo unspecified)	-1	-6	0	2	-12	-19	3	25	10
CSc1ncc(C(=O)Nc2ccc(C(C)=O)cc2)c(-c2ccccc2)n1	6	-4	0	9	-2	-2	-7	5	-14
CC(C)P(=O)(c1cccc(C(=O)O)c1)C(C)C	19	-5	1	-12	-10	-4	-2	8	-8
O=C(NCC1CCCO1)c1ccc(Oc2ccc([N+](=O)[O-])cc2Cl)cc1 (stereo unspecified)	18	0	1	-3	1	-3	2	14	-6
COC(=O)C(C)NC(=O)C(C)NC(=O)OCc1ccccc1 (stereo unspecified)	-15	-8	1	4	-5	-3	-5	12	4
COc1ccc(Oc2nc(C)cc(C)c2S(C)(=O)=O)cc1	24	-6	-1	9	-3	-4	-9	24	-1
COc1ccc(/C=C(/NC(=O)c2ccco2)C(=O)N2CCCCC2)cc1	20	-1	0	3	-5	-8	0	-13	-14
Cc1ccc(S(=O)(=O)NC(Cc2ccccc2)C(=O)NN)cc1 (stereo unspecified)	30	0	-2	-3	-6	3	4	10	20
COc1ccc(NS(=O)(=O)c2cccc(C(=O)NNC(=O)c3cc(S(N)(=O)=O)ccc3OC)c2)cc1	13	-19	1	14	-1	-22	-6	8	-12
NC(=NC1CCCCC1)c1ccc([N+](=O)[O-])cc1	-1	8	1	4	-6	12	3	42*	-7
COCCCn1c(SCC(=O)N2CCOCC2)nnc1-c1ccco1	11	7	2	3	-2	-73	3	11	2
O=C(NNC(=S)NCc1ccc(Cl)cc1)c1ccc2c(c1)OCO2	9	0	0	-2	-6	11	4	-4	0
COc1cccc(CC(=O)NCCCSc2ccccc2)c1	21	-5	1	13	0	2	1	3	-7
COc1ccc(NC(=O)c2ccccc2N2C(=O)C3C4C=CC(C5CC45)C3C2=O)c(OC)c1 (stereo unspecified)	23	-9	3	3	-4	-2	-18	5	-10
CCOC(=O)C1C(c2cccs2)NC(=O)NC1(O)C(F)(F)F (stereo unspecified)	9	-6	1	-11	-18	20	14	12	-3
O=C(CSc1nnc(CNc2ccccc2)o1)N1CCN(C(=O)c2ccco2)CC1	8	2	0	-16	-6	-2	3	15	-33
COc1cc2oc3ccccc3c2cc1N(CC(=O)N(C)C)S(=O)(=O)c1ccccc1	19	-18	-2	17	4	-6	-11	9	-8
Cc1ccc(CNC(=O)CN2C(=O)C3(OCCCO3)c3ccccc32)cc1	9	3	0	-16	-2	-3	2	1	-16
CCc1nc(N)c(C#N)c(-c2ccc(F)cc2)c1C	2	5	0	1	-6	-18	3	-34	12
COc1ccc(/C=C/C(=O)c2ccc(NC3=NCCCS3)cc2)cc1OC	-7	-24	-39	24	6	19	4	-123	-33
Cc1c(C(=O)C(=O)NCCCn2ccnc2)c2ccccc2n1C	1	-5	2	6	-5	8	-5	22	-5
CC(C)CCNC(=O)COC(=O)c1ccc(Br)o1	11	6	2	0	6	-19	7	21	5
COc1ccc(OCCNC(=O)c2ccccc2OCC(=O)Nc2ccc(NC(C)=O)cc2)cc1	-7	2	2	-13	-10	-1	-6	2	-6
CC(NC(=O)Nc1cccc(F)c1)c1ccc2c(c1)OCO2 (stereo unspecified)	17	3	-1	4	-5	16	-4	11	-6
Cc1ccccc1CN1C[C@@H]2C[C@@H](c3cn[nH]c3-c3ccccc3)N3CCC[C@@]23C1=O	-2	1	0	2	14	11	-3	6	7
CCOC(=O)C1CCCN1C(=O)C1(NC(C)=O)CCCC1 (stereo unspecified)	.	.	-1	.	-5	4	.	13	.
CCc1ccc(S(=O)(=O)NCc2cn3c(C)csc3n2)s1	-14	6	-1	25	0	-11	-4	2	2
NC(=O)CC(NC(=O)Cc1ccc(Br)cc1)c1ccc(NCCOc2ccccc2)c([N+](=O)[O-])c1 (stereo unspecified)	-1	2	4	-3	-2	-5	-3	13	-8
CC(C)NC(=O)c1cc2c(=O)n3ccccc3nc2s1	18	-1	3	3	-6	7	-2	18	-3
CCCC(=O)N1CCN(c2ccc(NC(=O)c3ccco3)cc2)CC1	6	-11	2	2	2	-5	2	18	-10
CSCC[C@H](NC(=O)CCNC(C)=O)c1nc2ccccc2[nH]1	16	0	-1	-2	-5	10	5	20	-1
CCCN1C(=O)c2ccccc2NC1c1ccc(OC)cc1OC (stereo unspecified)	4	-2	-2	-12	-14	-3	-1	-357	-22
Cc1cc(C)n(CCC(=O)Nc2ccc3c(c2)OCCO3)n1	4	-13	1	10	-5	-2	-3	6	0
COc1ccc(C2CC(=O)c3sc(N)nc3C2)cc1 (stereo unspecified)	7	-16	-59	-7	-2	-2	-3	15	-12
COc1ccccc1NC(=O)c1ccc(Cl)c(S(=O)(=O)NCc2ccco2)c1	6	-6	1	-4	3	22	-7	16	4
COCCCNc1nnc(Cc2ccccc2)c2ccccc12	12	-8	0	1	1	7	-1	10	-27
New compounds follow
SMILES	NLRP3 yeast inh	SENP8 block-1	SENP1 inh	Apaf1 inhib	HKDC1 inhibitor	PfG6PD inh	SENP7 inh	SENP8 block-2	SENP6 block
CCOC(=O)C1=NN(C(=O)COc2ccccc2)C(O)(c2ccc(Br)cc2)C1 (stereo unspecified)	16	1	0	16	0	12	7	10	-34
O=C(O)COc1ccc(C(=O)c2ccccc2)cc1	1	-1	0	-19	-7	-17	1	1	14
CC(=O)c1ccc(NC(=O)C[n+]2ccccc2)cc1	8	7	1	0	-7	-6	4	9	-12
Cc1cccc(C)c1NC(=O)COC(=O)C1C2CC3OC(=O)C1C3C2 (stereo unspecified)	19	0	2	7	-8	6	-5	5	-35
OC(C1=CC(=Cc2ccncc2)c2ccccc21)c1ccncc1 (stereo unspecified)	.	.	2	.	5	54	.	25	.
COc1cc(/C=N/NC(=O)c2cccc(C(=O)N/N=C/c3ccc(O)c(OC)c3)n2)ccc1O	1	0	1	1	-6	15	5	-45	-25
Cc1ccc(C(=O)CN(CCC(=O)O)C(=O)c2ccncc2)cc1	-4	-5	0	10	-2	2	4	-30	2
COc1cccc(C(=O)CC(=O)C(=O)Nc2ccc(C)cc2Cl)c1	5	-8	1	3	-1	-11	-8	12	9
